# SENP7 inh: blocks the human protease SENP7; Q9BQF6; recombinant SENP7, Z-RLRGG-aminoluciferin luminescence, 40 min; inhibition, % at 5 µM; 330,000 tested, 1.5% active; AID 434973;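 active means inhibition above about 50% at the single test dose, limit read from the data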;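 further: plate controls were DMSO with enzyme for no effect and no enzyme buffer wells for full effect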
# Target sequence (Q9BQF6 706-1050 limits assumed): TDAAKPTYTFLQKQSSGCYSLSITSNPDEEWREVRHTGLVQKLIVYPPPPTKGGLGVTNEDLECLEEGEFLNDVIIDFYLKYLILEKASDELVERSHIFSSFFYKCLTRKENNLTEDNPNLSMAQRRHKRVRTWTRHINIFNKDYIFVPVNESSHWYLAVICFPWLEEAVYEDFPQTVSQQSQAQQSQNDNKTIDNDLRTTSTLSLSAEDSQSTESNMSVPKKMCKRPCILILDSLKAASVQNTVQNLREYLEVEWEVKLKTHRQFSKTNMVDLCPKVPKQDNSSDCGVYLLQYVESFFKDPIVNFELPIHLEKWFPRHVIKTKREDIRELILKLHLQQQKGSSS
# SENP1 inh: SENP1 (human) catalytic domain inhibition; 360,000 tested, 0.21% active; recombinant SENP1 catalytic domain, CyPet-SUMO1-YPet FRET cleavage; inhibition, % at 10 µM; Q9P0U3;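 active means inhibition at least 30% at 10 µM, raw YFP signal under a set limit, fluorescence ratio 0.5 to 1.5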;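 further: 0% = enzyme with DMSO and 100% = no enzyme wells; some results filed as inactive read as strong as hits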
# Target sequence (Q9P0U3 419-644 limits assumed): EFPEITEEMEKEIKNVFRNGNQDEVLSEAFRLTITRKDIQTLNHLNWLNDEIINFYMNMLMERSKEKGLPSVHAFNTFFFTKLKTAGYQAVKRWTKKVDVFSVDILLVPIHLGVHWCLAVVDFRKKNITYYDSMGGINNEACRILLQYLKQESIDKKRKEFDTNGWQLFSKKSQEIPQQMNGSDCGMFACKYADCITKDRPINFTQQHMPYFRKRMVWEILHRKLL
#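 System: Recombinant human SENP1 catalytic domain, His6-tagged | Incubation: Enzyme reaction for 50 min at room temperature, dark | Medium: Tris pH 8 with BME, BSA, NP40 and catalase | Also added: 25 nM SUMO1 FRET substrate | Compound: 10 µM single point, 0.5% DMSO | Measured by: FRET fluorescence in CFP and YFP emission channels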
# SENP6 inh: inhibitors of human SENP6 protease; Q9GZR1; Recombinant SENP6 catalytic domain, aminoluciferin luminescence; inhibition, % at 10 µM; 330,000 tested, 1.8% active; AID 2599;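 active means inhibition above about 50% at the single tested dose, limit read from the data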;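 further: plate controls were DMSO wells with enzyme for no effect and DMSO wells lacking enzyme for full effect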
# PfG6PD inh: PfG6PD (Plasmodium falciparum) enzyme inhibition | PfGluPho enzyme, NADPH resazurin-diaphorase fluorescence | inhibition, % at 20 µM | 350,000 tested, 0.78% active | AID 504690;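 active means inhibition reaching at least a set limit at 20 µM in the primary screen, cut at about 59% in these data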;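 further: 0% = DMSO wells with substrate and 100% = DMSO wells lacking glucose-6-phosphate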
# SENP8 block-1: inhibitors of human SENP8 protease. Q96LD8. purified SENP8, Z-RLRGG-aminoluciferin cleavage, luminescence. inhibition, % at 10 µM. 330,000 tested, 1.2% active. AID 2540; in the data active means inhibition above about 50%
# Target sequence (Q96LD8 whole entry, looked up): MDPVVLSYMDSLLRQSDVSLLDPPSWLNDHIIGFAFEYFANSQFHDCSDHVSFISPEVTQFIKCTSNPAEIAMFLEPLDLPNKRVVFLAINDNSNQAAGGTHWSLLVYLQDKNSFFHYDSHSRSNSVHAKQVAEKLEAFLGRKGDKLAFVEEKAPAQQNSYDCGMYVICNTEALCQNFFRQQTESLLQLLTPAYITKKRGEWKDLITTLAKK
# beta cell repl: inducers of beta-cell replication in MIN6 cells | MIN6 cells proliferation, ATPlite luminescence, 48 h; cells starved in 0.2% serum; 100% = growth in 10% serum | proliferation, % at 10 µM | 330,000 tested, 0.29% active | AID 2380;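 active means compounds whose signal lies at least 3.5 SD above the mean of all wells on their plate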;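 further: 0% = DMSO-treated cells in low-serum medium and 100% = 10% serum control; some compounds called inactive have numbers as strong as hits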
# SENP8 block-2: inhibitors of human SENP8 protease | inhibition, % at 20 µM | recombinant SENP8, Nedd8 substrate fluorescence | 360,000 tested, 0.64% active | AID 602440; in the data active means inhibition mostly above about 40%, no sharp cut-off; inactive means mostly below about 27%
# HKDC1 inh: HKDC1 (human) hexokinase inhibition. recombinant HKDC1, G6PDH/diaphorase resazurin coupled fluorescence. 340,000 tested, 0.16% active. Q2TB90. inhibition, % at 20 µM. AID 493160;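 active means inhibition above about 35% when tested at 20 µM, limit read from the data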;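 further: plate controls were DMSO wells with enzyme for no effect and DMSO wells lacking enzyme for full effect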
#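 Assay system: in-house recombinant HK5 (HKDC1) enzyme. Input: HKDC1 at 5 µg/mL. Medium: Tris pH 8.0 buffer with MgCl2, Tween-20, BSA, BME. Dosing: single 20 µM dose. Schedule: 90 min reaction incubation at room temperature, dark. Signal: resazurin-to-resorufin fluorescence via G6PDH and diaphorase coupling, 525/613 nm. Controls: DMSO-enzyme wells negative, buffer-substituted wells positive.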
# UBC13 polyUb: inhibitors of human UBC13 polyubiquitin chain formation; P61088; TR-FRET; inhibition, % at 20 µM; 330,000 tested, 0.47% active; in the data active means inhibition above about 45%, passing the limit was not always enough; inconclusive means no clear call, values can overlap the other calls
# Target sequence (P61088 whole entry, looked up): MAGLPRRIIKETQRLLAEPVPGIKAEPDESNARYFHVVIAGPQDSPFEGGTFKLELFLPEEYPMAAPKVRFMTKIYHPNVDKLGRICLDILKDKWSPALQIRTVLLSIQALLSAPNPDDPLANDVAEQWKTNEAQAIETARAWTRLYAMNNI
# Active calls of the source: *; ? = inconclusive; . = no result given.
SMILES,SENP7 inh,SENP1 inh,SENP6 inh,PfG6PD inh,SENP8 block-1,beta cell repl,SENP8 block-2,HKDC1 inh,UBC13 polyUb
Cc1cccc2c1cnn2C(=O)CCC(=O)N1CC(C)CC(C)C1 (stereo not given),-4,2,-2,20,-12,-4,11,2,1
Cc1nn(-c2ccccc2)c(N2CCCC2)c1/C=N/NC(=O)c1cccc(S(=O)(=O)Nc2ccc(Cl)cc2)c1,1,2,-14,-22,-6,0,-28,15,-15
CCOn1c(=O)c(-c2cccs2)[n+]([O-])c2ccccc21,-1,-46,-3,-18,-7,-1,-68,10,0
CC(C)(C)c1ccc(OCCC(=O)NNC(=O)c2ccccc2)cc1,0,-1,-10,0,2,2,6,-1,0
CCCCc1ccc(N/C(N)=N/c2nc(C)cc(C)n2)cc1,-7,1,-39,0,-2,-4,40,2,10
Cc1ccc(C(c2nnnn2C2CCCCC2)N2CCc3ccccc32)cc1 (stereo not given),7,1,19,13,3,0,10,4,-4
NNc1nc2cc3c(cc2s1)OCCO3,5,-12,28,38,6,-2,-32,-1,-5
COc1ccc(OC)c(-c2csc(NC(=O)C3=NN(c4ccccc4)C(=O)CC3)n2)c1,-2,-3,3,15,4,-3,-21,-3,0
O=C(CCS(=O)(=O)c1ccc(Br)cc1)N1CCN(Cc2ccccc2)CC1,-2,1,3,-13,2,-1,9,10,3
O=C(Nc1ccncc1)c1cccc(S(=O)(=O)N2CCCC2)c1,8,1,1,11,6,-2,2,2,9
CCN(CC)CC(O)CN(c1ccccc1)S(=O)(=O)c1ccc2ccccc2c1 (stereo not given),2,2,-26,-14,0,-5,18,1,8
CCOC(=O)C1(CCOc2ccccc2)CCN(Cc2ccc3nonc3c2)CC1,-3,2,-19,19,2,-5,14,-3,1
Cc1cc(Nc2ccccc2)c2c([N+](=O)[O-])cc(C)c(C)c2n1,6,-2,7,8,4,-3,45*,1,-2
CCN(CC)C(=O)c1sc(NC(=O)c2cc(-c3ccc(C)s3)nc3ccccc23)c(C(=O)OC)c1C,-8,-17,-17,32,-4,-2,-374,2,0
O=C(Nc1ccccc1)C1=C[C@@H](C2CC2)C[C@@H](OCCCCO)O1,-7,1,3,-7,1,-4,-497,-7,-2
Cc1ccc(S(=O)(=O)Nc2ccc3nc(C)oc3c2)cc1,.,0,.,-3,.,.,3,1,.
COc1ccc(C2C(C(N)=O)=C(C)Nc3nc(CCCO)nn32)cc1 (stereo not given),3,1,-8,-5,-7,-3,1,-3,3
CC(C)CN(CCCNC(=O)CN1C(=O)COc2ccc(S(=O)(=O)N3CCOCC3)cc21)CC(C)C,5,1,-9,-2,6,4,0,0,8
N#CCCN(Cc1cccnc1)C(=S)NC(=O)c1ccco1,-1,2,3,9,-3,0,3,-12,4
Cc1c(NC(=O)CSc2n[nH]c(-c3ccccc3)n2)c(=O)n(-c2ccccc2)n1C,5,2,-4,-4,3,-1,8,-2,3
COCC(C)n1c(SCC(=O)NC(=O)Nc2ccc3c(c2)OCCO3)nc2ccccc2c1=O (stereo not given),4,1,-6,25,5,-2,8,-11,-2
CCOC(=O)c1c(NC(=O)CNCCOC)sc2c1CCCC2,9,1,4,-2,6,-1,-74,7,7
N=c1ccn(Cc2c(Cl)cccc2Cl)cc1,4,-1,-42,4,-1,-3,1,-5,4
Cc1cc(C)cc(NC(=O)c2cc(Cl)sc2Cl)c1,10,2,20,7,-10,0,13,-11,2
CC(C)C[C@@H](CNCC(=O)[C@H](Cc1c[nH]c2ccccc12)NC(=O)c1[nH]cnc1C(=O)N[C@@H](C)CN)NC(=O)c1nc[nH]c1C(=O)N[C@@H](C)C(=O)O,.,-47,.,14,.,.,-47,7,.
# Following part
SMILES,SENP7 inh,SENP1 inh,SENP6 inh,PfG6PD inh,SENP8 block-1,beta cell repl,SENP8 block-2,HKDC1 inh,UBC13 polyUb
CC(CN1c2ccccc2Sc2ccccc21)N(C)C (stereo not given),5,-1,-2,10,4,-7,-11,-6,10
Cc1occc1C(=O)Nc1ccc(S(=O)(=O)N2CCCC2)cc1,35,2,18,-4,18,-1,12,-6,8
CCOc1nc(Oc2cccc(C(=O)O)c2)nc(Oc2cccc(C(=O)O)c2)n1,-6,0,-3,6,-5,1,29,-6,-6
CC(C)(C)c1ccc2c(c1)N(CC(=O)N1CCCC1)C(=O)CO2,12,-1,5,-31,-13,-1,13,1,-6
O=C1N/C(=C\c2ccccc2)c2ccccc21,1,1,14,25,-19,-3,-130,-10,10
COc1ccc(C(=O)N2CCC(C(=O)NCc3ccccn3)CC2)cc1,2,-1,10,15,8,-3,22,5,-2
O=C(CCNC(=O)C1CCN(S(=O)(=O)c2ccc(F)cc2)CC1)NCc1cccc(Cl)c1,8,0,-4,2,4,-4,15,-5,1
O=C(Nc1ccc([N+](=O)[O-])c(NC(=O)C2CCCO2)c1)C1CCCO1 (stereo not given),1,0,2,1,-2,-1,19,2,16
CCOC(=O)C1(CC)CC(CSc2nc3ccccc3[nH]2)OC1=O (stereo not given),-9,-1,-7,9,-5,0,18,6,6
CCCn1nc(C(=O)Nc2cc(OCC)c(N3CCOCC3)cc2OCC)c2ccccc2c1=O,.,2,.,29,.,.,25,2,.
O=C(Nc1ccc(F)cc1)N1CCCN(c2ccc(C(F)(F)F)cn2)CC1,-10,3,-11,-7,-9,-4,-18,2,-6
Cc1cc(Nc2cc(F)ccc2C)n2ncnc2n1,8,-1,-24,-4,-4,-3,2,-5,3
O=c1c2ccccc2nc(-c2ccc(Cl)c(Cl)c2)n1O,2,1,-15,-19,-1,-3,14,2,-2
O=C(/C=C/c1ccc2c(c1)OCO2)Nc1nc(-c2ccccc2)cs1,8,0,5,39,-2,-2,-416,5,-5
CCOc1cccc(-c2c(C(=O)N/N=C(\C)c3ccccn3)nnn2-c2nonc2N)c1,.,3,.,-24,.,.,2,-3,.
CC1=NNC(=O)C1Oc1ccccc1 (stereo not given),0,1,-13,17,-3,-3,-2,5,1
O=S(=O)(c1ccc(F)cc1)c1nc(-c2ccccc2F)oc1N1CCCCC1,2,2,-9,2,3,-5,-2,-6,-39
CCn1c(Cc2c(C)[nH]c3ccccc23)n[nH]c1=S,2,-5,-10,57,6,1,1,2,9
CCC(C)c1ccc(OCC(=O)NNC(=O)C2CCCCC2)cc1 (stereo not given),-5,0,-3,3,-14,-4,6,-4,-9
O=C(O)CCCN=C1NC2(CCCC2)Cc2ccccc21,3,1,-6,-6,0,0,22,-1,-1
O=C(NCCc1c[nH]c2ccccc12)c1cc(Cl)c2c(c1)OCO2,-7,-2,-31,4,-17,-1,2,-1,3
COc1ccc(NC2CC(=O)N(c3cccc([N+](=O)[O-])c3)C2=O)cc1 (stereo not given),8,-2,24,1,4,-2,22,0,1
Cc1csc(SCC(=O)N(C)CC(=O)Nc2ccccc2Cl)n1,6,1,-9,4,-8,-1,23,-9,17
c1ccc2c(N3CCCCC3)nc(N3CCOCC3)nc2c1,4,1,-11,-10,7,3,-427,-5,9
COc1ccc(CC(=O)OC(C)C(=O)Nc2c(C)n(C)n(-c3ccccc3)c2=O)cc1OC (stereo not given),3,1,2,0,11,-4,2,-5,7
# Next part.
SMILES,SENP7 inh,SENP1 inh,SENP6 inh,PfG6PD inh,SENP8 block-1,beta cell repl,SENP8 block-2,HKDC1 inh,UBC13 polyUb
O=C1c2cccc3c([N+](=O)[O-])ccc(c23)C(=O)N1c1ccc(Cl)cn1,3,-22,16,57,-13,-6,-287,18,-63
COc1ccc(CNC(=O)CNC(=O)N2CC(=O)Nc3ccccc32)cc1,-6,-3,3,-5,3,-1,-2,-2,4
O=S1(=O)CCOCCCN1Cc1ccccc1F,-5,1,-18,-4,-16,-2,19,-6,-4
COc1ccc(OC)c(C(=O)c2ccc(Cl)cc2)c1,-1,0,6,11,1,11,6,-3,15
CNC(=S)NNc1nc(-c2ccccc2)c2cc(Cl)ccc2n1,-2,10,-27,5,-6,-4,29,-3,-22
CCc1ccc(C2c3[nH]c4ccccc4c3CCN2C(=O)c2cc(C)nn2C)cc1 (stereo not given),-3,-5,-8,-8,-8,-6,-1,1,-10
Cc1cccc(Cn2c(C)nc3ccc([N+](=O)[O-])cc3c2=O)c1,-16,3,-11,2,-11,-4,18,0,-13
COc1ccc(NS(=O)(=O)c2cccc(C(=O)NCc3ccccc3CN3CCOCC3)c2)cc1,.,0,.,-5,.,.,16,4,.
Cc1nc(Cc2nnc(SCC(=O)N3CCN(c4ccc(F)cc4)CC3)o2)cs1,-7,-1,9,10,0,0,6,-3,8
O=C(CSc1ncc(C(F)(F)F)cc1Cl)N1CCN(S(=O)(=O)c2ccc(Cl)cc2)CC1,-5,1,-13,11,-2,-5,7,-1,-3
CCOc1cc(Br)c(C=O)cc1OCC,5,1,6,-1,-4,-3,-1,3,?
S=c1[nH]nc(-c2cnccn2)n1-c1ccccc1,6,0,-10,33,0,0,18,-3,-2
CC(=O)c1cc(-c2ccc(F)cc2)n(CCC(=O)Nc2cc(C)[nH]n2)c1C,2,1,-9,7,-2,-1,4,-5,3
N#C/C(=C\c1ccccc1)c1nc2ncccc2[nH]1,1,-55,8,5,-3,0,-453,8,-10
CC(=O)N1c2c(cc(Br)cc2S(=O)(=O)N2CCCCC2)CC1C (stereo not given),4,1,-15,-17,-10,0,5,3,-2
CN(CC(=O)NCCc1ccccc1)CC(=O)Nc1cccc(F)c1,-7,-1,-17,7,0,0,-3,-1,-7
Cc1ccc(C2(C)NC(=O)N(CC(=O)N3CCN(S(=O)(=O)c4cccc([N+](=O)[O-])c4)CC3)C2=O)cc1 (stereo not given),0,2,-20,8,-3,-3,-1,-4,-6
C/C(=N/NC(=O)CSCc1ccc(Cl)cc1)c1cccc(NC(=O)c2ccccc2)c1,-6,3,-10,-11,-3,-1,14,-13,1
O=C(CN1CCCCC1)Nc1ccc(S(=O)(=O)c2ccc(NC(=O)CN3CCCCC3)cc2)cc1,.,2,.,12,.,.,2,-1,.
CC(C)(C)c1ccc(S(=O)(=O)N2CCCCC2)cc1,5,1,0,-16,-6,-2,12,-3,0
CCC(=O)N(Cc1cc2cc(OC)ccc2[nH]c1=O)c1cc(C)ccc1C,1,0,-16,-4,-1,2,-306,4,2
CCOc1cc(CNCCO)cc(Br)c1OCc1ccccc1Cl,-3,3,-3,-1,-12,-7,24,-7,43
N#Cc1ccccc1OCCCNC1CCCC1,5,1,-7,-19,-2,-1,22,11,4

# Sorted by the number under SENP1 inh (descending): 3 of the compounds above.
canonical_smiles | SENP1 inh
CCOc1cc(CNCCO)cc(Br)c1OCc1ccccc1Cl | 3
N#Cc1ccccc1OCCCNC1CCCC1 | 1
CN(CC(=O)NCCc1ccccc1)CC(=O)Nc1cccc(F)c1 | -1

# Four entries from above in another layout.
SMILES | SENP7 inh | SENP1 inh | SENP6 inh | PfG6PD inh | SENP8 block-1 | beta cell repl | SENP8 block-2 | HKDC1 inh | UBC13 polyUb
O=S1(=O)CCOCCCN1Cc1ccccc1F | -5 | 1 | -18 | -4 | -16 | -2 | 19 | -6 | -4
COc1ccc(NS(=O)(=O)c2cccc(C(=O)NCc3ccccc3CN3CCOCC3)c2)cc1 | . | 0 | . | -5 | . | . | 16 | 4 | .
CC(=O)c1cc(-c2ccc(F)cc2)n(CCC(=O)Nc2cc(C)[nH]n2)c1C | 2 | 1 | -9 | 7 | -2 | -1 | 4 | -5 | 3
Cc1cccc(Cn2c(C)nc3ccc([N+](=O)[O-])cc3c2=O)c1 | -16 | 3 | -11 | 2 | -11 | -4 | 18 | 0 | -13

# Compound activity (PubChem)
